# Bioassay records as filed in PubChem BioAssay.
# Giardia kill: Small Molecules that selectively kill Giardia lamblia: qHTS. Giardia lamblia trophozoite viability. activity change, % at 7.66 µM, hits read low. 340,000 tested, 0.15% active. AID 540267, 2011; in the data active = activity change below about -80%; inconclusive = between about -30% and that limit;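 also: parasites exposed to compound for two days anaerobically before the ATP read; % is scaled to controls: 0 for no effect and ±100 for the full control effect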
#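 Compounds were tested on trophozoites seeded at 100 cells/well and held 48 hrs at 37 deg C anaerobically. An ATP-based luminescent kit measured the remaining live cells.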
# Gal4-VP16 FLuc: VP16 counterscreen qHTS for inhibitors of ROR gamma transcriptional activity; Drosophila S2 Gal4-VP16 UAS-luciferase, luminescence, 20 h; Potency, µM (series often up to 53.6 µM), inactives show top-dose activity, negative = inhibition, usual class: inhibitors; 310,000 tested, 3.5% active;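 also: Gal4-VP16 expression switched on by copper sulfate through the metallothionein promoter; potency is read from the fitted curve at half-maximal effect; % is scaled to controls: 0 for no effect and ±100 for the full control effect; nearly all actives have a fitted effect of over 50% in size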
# Rab9 prom act: qHTS Assay for Rab9 Promoter Activators; Huh7 Rab9 promoter-luciferase reporter, luminescence, 24 h; Potency, µM (top dose mostly 9.22 µM), for the others: top-dose activation, negative = inhibition, hits mostly activators; 320,000 tested, 2.8% active; AID 485297, 2010; also: potency is read from the fitted curve at half-maximal effect; % of control where 0% means no effect; nearly all actives have a fitted effect of over 60% in size
#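 Stable Rab9-luc Huh7, 1500 cells/well, 2 h settle; cmpd in DMSO, 24 h, 37 °C/5% CO2; luciferase reagent 10 min RT; luminescence.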
# p53 reactivation: qHTS assay for re-activators of p53 using a Luc reporter; H1299 p53-A138V BP100-luciferase reporter, luminescence, 24 h; Potency, µM (titrated, usually from 92.2 µM), for the others: at the top dose activity change, positive = activation, hits mostly activators; AID 504706, 2011; 320,000 tested, 0.063% active; also: potency is read from the fitted curve at half-maximal effect; % of control where 0% means no effect; nearly all actives have a fitted effect of over 45% in size
#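 p53-null H1299 cells stably carrying temperature-sensitive p53-A138V and a BP100-luciferase reporter were pinned with compounds (4-point, 1:5 series) and held 24 hrs at 37 deg C. Luminescence was read 10 min after detection reagent.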
# Menin-MLL TR inh: qHTS Assay for Inhibitors Targeting the Menin-MLL Interaction in MLL Related Leukemias: Competition With Texas Red Labeled MLL-derived Mutant Peptide; Menin + Texas Red MLL mutant peptide, fluorescence polarization; Potency, µM (doses to about 61.6 µM), for the others: at the top dose FP activity change, negative = inhibition, usual class: inhibitors; 270,000 tested, 0.23% active; active = well fitted inhibition curve with a large enough effect in the polarisation, with a control signal flat, not every such curve was filed as active; inconclusive = small, poorly fitted or top-dose-only effect, or effect the other way, or a change in a side signal; inactive = no such curve, though single readings can be large or run the other way; the % refers to the polarisation; also: potency is read from the fitted curve at half-maximal effect; % of control where 0% means no effect; many of its hits are not listed in these tables
# RORg inh: qHTS for inhibitors of ROR gamma transcriptional activity | Potency, µM (series often up to 53.6 µM), for inactives: at the top dose activity change, negative = inhibition, most hits filed as inhibitors | Nuclear receptor ROR-gamma (Mus musculus), P51450 | Drosophila S2 Gal4-RORgamma UAS-luciferase reporter, 20 h | 310,000 tested, 5.4% active; also: potency is read from the fitted curve at half-maximal effect; % is scaled to controls: 0 for no effect and ±100 for the full control effect; nearly all actives have a fitted effect of over 60% in size
#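 In this cell-based reporter format, copper sulfate (700 uM final) drives Gal4–ROR gamma fusion expression from a metallothionein promoter in Drosophila Schneider cells; compounds preincubated 1 hr, reporter read after 20 hr at ambient temperature.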
# NPC1 promoter act: qHTS Assay for NPC1 Promoter Activators; Huh7 NPC1 promoter luciferase reporter, 24 h; Potency, µM (top dose mostly 9.22 µM), inactives show top-dose activation, actives largely listed as activators; 320,000 tested, 2.4% active; AID 485313, 2010;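 also: potency is read from the fitted curve at half-maximal effect; % of control where 0% means no effect; nearly all actives have a fitted effect of over 60% in size; reporter is driven by a mutant NPC1 promoter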
#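 Luminescence read-out of NPC1 promoter-driven luciferase in stably transfected Huh7 cells; compounds delivered in DMSO and left 24 h at 37C, 5% CO2, qHTS titration format.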
# FLuc counter: qHTS profiling assay for firefly luciferase inhibitor/activator using purifed enzyme and Km concentrations of substrates (counterscreen for miR-21 project). Luciferin 4-monooxygenase (Photinus pyralis), P08659. purified FLuc, Km substrates, luminescence inhibition. Potency, µM (top dose mostly 57.5 µM), without a hit: at the highest dose activity change, negative = inhibition, most hits filed as inhibitors. 360,000 tested, 6.9% active. AID 588342, 2011;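 also: potency is read from the fitted curve at half-maximal effect; plate controls were vehicle for no effect and reference inhibitor for full effect; nearly all actives have a fitted effect of over 55% in size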
# Target sequence (P08659 whole entry, looked up): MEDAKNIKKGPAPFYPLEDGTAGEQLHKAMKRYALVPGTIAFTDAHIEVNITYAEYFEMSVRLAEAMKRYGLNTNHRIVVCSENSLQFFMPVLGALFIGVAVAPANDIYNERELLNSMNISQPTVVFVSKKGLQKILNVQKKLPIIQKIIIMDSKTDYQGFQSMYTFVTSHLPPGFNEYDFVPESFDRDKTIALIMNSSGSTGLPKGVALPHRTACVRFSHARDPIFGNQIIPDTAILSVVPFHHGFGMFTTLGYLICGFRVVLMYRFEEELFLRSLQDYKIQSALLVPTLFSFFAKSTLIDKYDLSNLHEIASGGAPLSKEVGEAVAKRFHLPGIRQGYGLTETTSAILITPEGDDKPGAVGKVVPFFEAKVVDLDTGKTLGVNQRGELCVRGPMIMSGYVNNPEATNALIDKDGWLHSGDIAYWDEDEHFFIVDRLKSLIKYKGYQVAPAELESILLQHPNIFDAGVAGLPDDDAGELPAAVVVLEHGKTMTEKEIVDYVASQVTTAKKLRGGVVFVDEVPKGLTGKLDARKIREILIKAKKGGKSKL
#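 Purified P. pyralis luciferase, 10 nM final, with Km-level 10 uM D-luciferin and 10 uM ATP in 50 mM Tris acetate pH 7.5, 10 mM Mg acetate, 0.01% Tween-20, 0.05% BSA; 6-point qHTS titration about 60 µM downward; luminescence read.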
# ELG1 genotoxic: qHTS screen for small molecules that induce genotoxicity in human embryonic kidney (HEK293T) cells expressing luciferase-tagged ELG1 | HEK293T ELG1-luciferase reporter, luminescence, 16 h | Potency, µM (highest dose often 46 µM), inactives show at the top dose activity change, positive = activation, most hits filed as activators | 330,000 tested, 1.3% active | AID 504466, 2011; also: potency is read from the fitted curve at half-maximal effect; % of control where 0% means no effect; nearly all actives have a fitted effect of over 60% in size
#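 Quantitative HTS format in 1536-well plates. HEK293T ELG1-luciferase reporter cells receive test compound and are incubated 16 hr at 37 °C, 5% CO2; ONE-Glo added, 30 min room temperature, then luminescence read.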
# PKM2 activator: qHTS Assay for Activators of Human Muscle isoform 2 Pyruvate Kinase | Pyruvate kinase PKM (Homo sapiens), P14618 | purified PKM2, Kinase-Glo ATP luminescence, activation; response scale: 0% is enzyme alone, no compound | Potency, µM (highest dose often 57.5 µM), for inactives: at the top dose activation, most hits filed as activators | 260,000 tested, 0.34% active; also: potency is read from the fitted curve at half-maximal effect; % is scaled to controls: 0 for no effect and ±100 for the full control effect; nearly all actives have a fitted effect of over 55% in size
# Target sequence (P14618 whole entry, looked up, canonical isoform): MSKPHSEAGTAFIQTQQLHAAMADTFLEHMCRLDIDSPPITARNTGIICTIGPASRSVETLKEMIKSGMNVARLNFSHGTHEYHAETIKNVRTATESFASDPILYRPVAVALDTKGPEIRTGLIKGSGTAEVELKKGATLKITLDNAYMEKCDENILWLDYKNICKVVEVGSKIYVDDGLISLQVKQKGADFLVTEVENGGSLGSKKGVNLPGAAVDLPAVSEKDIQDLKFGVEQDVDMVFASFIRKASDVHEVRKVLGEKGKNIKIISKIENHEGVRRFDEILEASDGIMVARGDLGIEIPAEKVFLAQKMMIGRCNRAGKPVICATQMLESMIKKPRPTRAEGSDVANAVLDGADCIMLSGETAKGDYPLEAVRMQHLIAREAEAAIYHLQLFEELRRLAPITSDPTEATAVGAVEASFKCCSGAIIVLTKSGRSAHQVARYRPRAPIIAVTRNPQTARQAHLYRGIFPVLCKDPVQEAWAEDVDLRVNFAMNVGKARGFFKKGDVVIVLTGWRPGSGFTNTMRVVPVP
#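 ATP formation by purified human PK-M2, quantified via coupled luciferase luminescence after 1 h at room temperature with 0.1 mM ADP and 0.5 mM PEP final.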
# BRCA1 expr up: qHTS Assay to Identify Small Molecule Activators of BRCA1 Expression | MCF7-BRCA1-FFLuc reporter, luminescence, 48 h; response scale: scaled: vehicle 0%, 10 µM genistein 100% | Potency, µM (series often up to 46.1 µM), without a hit: at the highest dose activation, actives largely listed as activators | 380,000 tested, 1.1% active; also: potency is read from the fitted curve at half-maximal effect; nearly all actives have a fitted effect of over 80% in size; some results filed as inactive show a strong effect at the top dose
#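 First, MCF7-BRCA1-FFLuc cells (2000/well) attach for 2 h; next, compounds are pin-added and incubated 48 h at 37 °C; finally, luciferase reagent is added and luminescence read after 15 min.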
# Starred values were filed as active, the others as inactive; ? = inconclusive; / = no result given; & = joins results of further samples. Unless noted, calls follow the shape of the dose curve; as a rule, active = well fitted curve in the direction sought with a large enough effect; inconclusive = small, poorly fitted or top-dose-only effect, or another doubt; inactive = no such curve, though single readings can be large; an effect the other way counts as inactive or inconclusive. This is a subset. The share of hits here may be higher or lower than overall.
SMILES,Giardia kill,Gal4-VP16 FLuc,Rab9 prom act,p53 reactivation,Menin-MLL TR inh,RORg inh,NPC1 promoter act,FLuc counter,ELG1 genotoxic,PKM2 activator,BRCA1 expr up
O=C(c1ccc([N+](=O)[O-])cc1)N(Cc1ccccc1)c1ccccn1,-13,-24%,-1%,4%,0%,10%,-1%,-3%,-2%,-3%,-4%
c1ccc(N2OCC3Cn4c(nc5ccccc54)C32)cc1 (centres undefined),-19,18%,5%,13%,/,-37%,8%,19µM*,16%,-1%,-22%
CC(=O)c1cccc(NC(=O)C2CCN(S(C)(=O)=O)CC2)c1,-3,-7%,5%,4%,2%,-1%,1%,0%,-3%,0%,0%
COCc1ccc(CN2CCCC(CCC(=O)NCc3cccc(OC)c3)C2)o1 (centres undefined),9,-1%,2%,1%,7%,-7%,-10%,-1%,1%,1%,0%
CCn1nccc1C(=O)Nc1nc2ccccc2n1CCN1CCCCC1,-26,?,-3%,1%,-28%,16µM*,-3%,3%,0%,4%,4%
CCN1C(=O)c2ccccc2S(=O)c2ccc(C(=O)NCc3ccc(OC)cc3)cc21 (centres undefined),9,1%,-2%,-14%,/,-11%,1%,-4%&-6%,0%,/,-23%
COCCN(C(=O)c1ccc(-c2ccc(Cl)cc2)o1)c1c(N)n(CC(C)C)c(=O)[nH]c1=O,-27,/,-5%,-4%,/,/,0%,-15%,-1%,/,-25%
CC(C)Oc1ccc(C2CNC(=O)C2)cc1 (centres undefined),-11,-4%,2%,5%,-8%,7%,0%,1%,2%,-1%,15%
CCOC(=O)c1sc2nc(C)nc(N3CCCCC3C)c2c1C (centres undefined),23,4%,-1%,1%,?,-10%,-5%,-20%,-14%,-4%,-2%
O=C(Nc1cccc(Cl)c1)N1CCN(c2ncccn2)CC1,-7,14%,12%,-6%,-6%,41%,5%,-14%,1%,4%,25%
CCc1ccc(NS(=O)(=O)c2c(C)noc2C)cc1,1,4%,1%,17%,17%,-24%,2%,1%,1%,/,12%
Nc1c(C(=O)Nc2ccc3c(c2)OCCO3)nnn1Cc1ccc(Cl)cc1,1,/,0.89µM*,?,/,/,2.2µM*,?,?,/,?
Cn1cc(CN2CCc3c([nH]c4ccccc34)C2C2CCCCC2)cn1 (centres undefined),-8,0%,-13%,-3%,-26%,?,0%,-3%,-6%,6%,-4%
Cc1ccc(CN(C)C(=O)CCNS(=O)(=O)c2ccccc2)o1,6,/,-9%,4%,/,/,-5%,0%,2%,/,5%
COc1ccc(S(=O)(=O)N(C)c2ccc(C(=O)N3CCCC3)cc2)cc1OC,4,2%,-4%,-7%,-8%,?,-2%,1%,-2%,0%,-6%

# A portion taken from the entries so far, as a working copy:
SMILES,Giardia kill,Gal4-VP16 FLuc,Rab9 prom act,p53 reactivation,Menin-MLL TR inh,RORg inh,NPC1 promoter act,FLuc counter,ELG1 genotoxic,PKM2 activator,BRCA1 expr up
Cn1cc(CN2CCc3c([nH]c4ccccc34)C2C2CCCCC2)cn1 (centres undefined),-8,0%,-13%,-3%,-26%,?,0%,-3%,-6%,6%,-4%
Cc1ccc(CN(C)C(=O)CCNS(=O)(=O)c2ccccc2)o1,6,/,-9%,4%,/,/,-5%,0%,2%,/,5%
COc1ccc(S(=O)(=O)N(C)c2ccc(C(=O)N3CCCC3)cc2)cc1OC,4,2%,-4%,-7%,-8%,?,-2%,1%,-2%,0%,-6%

# 3 compounds out of the list above, sorted by their value in PKM2 activator, low to high.
structure | PKM2 activator
O=C(c1ccc([N+](=O)[O-])cc1)N(Cc1ccccc1)c1ccccn1 | -3%
CC(C)Oc1ccc(C2CNC(=O)C2)cc1 (centres undefined) | -1%
COCc1ccc(CN2CCCC(CCC(=O)NCc3cccc(OC)c3)C2)o1 (centres undefined) | 1%

# The main list resumes, repeating the 2 entries before the break.
SMILES,Giardia kill,Gal4-VP16 FLuc,Rab9 prom act,p53 reactivation,Menin-MLL TR inh,RORg inh,NPC1 promoter act,FLuc counter,ELG1 genotoxic,PKM2 activator,BRCA1 expr up
Cc1ccc(CN(C)C(=O)CCNS(=O)(=O)c2ccccc2)o1,6,/,-9%,4%,/,/,-5%,0%,2%,/,5%
COc1ccc(S(=O)(=O)N(C)c2ccc(C(=O)N3CCCC3)cc2)cc1OC,4,2%,-4%,-7%,-8%,?,-2%,1%,-2%,0%,-6%
CC(=O)C1=C(O)C(=O)N(CCO)C1c1ccccc1 (centres undefined),-25,-7%,0%,4%,14%,3%,1%,-2%,1%,-1%,-1%
CCc1nnc(NS(=O)(=O)c2ccc(NC(=O)c3cc4ccccc4oc3=O)cc2)s1,/,-4%,-3%,5%,-3%,-28%,3%,0%,2%,-1%,/
COC(=O)c1ccc(C(=O)OC)c(NC(=O)C(C)C)c1,2,1%,-6%,2%,0%,-9%,-3%,-4%,2%,10%,-12%
Cc1ccccc1C(=O)NC[C@@H]1CCCN2CCCC[C@H]12,12,0%,4%,-1%,-24%,-29%,-1%,-2%,1%,/,-3%
CCCCc1ccc(-c2csc(/C(C#N)=C/c3ccc(C)o3)n2)cc1,8,-7%,0%,9%,?,-15%,-4%,0%,2%,4%,10%
Cc1ccc(C(=O)N(Cc2ccccc2)C(C)(C)C)cc1C,-3,0%,-4%,-1%,3%,?,-2%,0%,-3%,-3%,-32%
CC1CC(C)CN(S(=O)(=O)c2ccc(NC(=O)CN3CCCCCC3)cc2)C1 (centres undefined),17,/,-5%,3%,/,/,-2%,4%,?,/,-21%
O=S(=O)(c1ccccc1)N1CCn2c(nc3ccccc32)C1,21,11%,-12%,2%,-3%,-8%,-2%,4%,9%,18%,2%
COc1cccc(C(=O)CSc2nnc(-c3cc(OC)c(OC)c(OC)c3)o2)c1,-1,6%,22%,-2%,4%,0%,-4%,2%,-1%,11%,-2%
Cc1onc(-c2ccccc2)c1C(=O)/C=C/N(C)C,18,-1%,-5%,0%,/,26%,0%,0%,-1%,-1%,-7%
COc1ccc(N(CC(=O)NCc2ccc(C)cc2)S(=O)(=O)c2c(C)noc2C)cc1,2,-4%,0%,0%,/,-2%,-4%,1%,2%,/,-32%
COc1cccc(-c2nc(NCc3ccco3)c3ccccc3n2)c1O,-10,?,1%,-30%,?,-9%,-9%,5%,-2%,-1%,-24%
CSCCC1COC(c2cccs2)=N1 (centres undefined),-16,12%,6%,6%,8%,-32%,-5%,-5%,9%,3%,-6%
COc1ccc2[nH]c3c(=O)n(Cc4ccco4)cnc3c2c1,-7,4%,25%,13%,27%,1%,17%,-6%,3%,?,?
COc1cc2c(cc1OC)N1C(=O)CC(OCC(=O)O)C3C4CC5(CCN5C(=O)C4=O)C2C31 (centres undefined),4,1%,-7%,2%,3%,-14%,-3%,5%,-12%,?,-5%
COc1ccc(C2C3=C(CCCC3=O)Nc3c(-c4ccccc4)c(C)nn32)cc1 (centres undefined),7,-10%,3%,-10%,-17%,4%,-5%,1%,0%,0%,-32%
O=S(=O)(Nc1ccc(-c2ccc3nncn3n2)cc1)c1ccc(Cl)s1,-5,/,2%,-4%,/,/,-4%,4%,6%,/,-12%
CC(=O)c1cccc(NC(=O)CCC(=O)c2ccc(F)cc2)c1,1,2%,-2%,0%,-5%,-18%,0%,-1%,-3%,/,30%
COC(=O)[C@@H](NC(=O)O[C@@H]1C(=O)c2ccc(OC)cc2O[C@H]1c1cccc(C(F)(F)F)c1)C(C)C,/,-4%&-3%,-1%,24%,-8%&5%,?,-2%,3%,-4%,0%,/
Nc1nc(-c2ccccc2)cc(C(F)(F)F)n1,-5,-5%,-4%,-9%,17%,-2%,0%,3%,11%,3%,1%
CC(C)(C)c1ccc(-c2cnco2)cc1,0,-3%,1%,-3%,0%,-6%,2%,17µM*,3%,4%,0%
